OX1R antag-1: antagonists of human orexin 1 receptor (OX1R); OX1R-expressing cells, FRET antagonist read-out; inhibition, % at 6.6 µM; AID 485270; 330,000 compounds, 1.8% hits; in the data active = inhibition mostly above about 38%, no sharp cut-off; inactive = mostly below about 40%;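 note: 0% = agonist challenge alone and 100% = reference antagonist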
Target sequence (O43613 whole entry, looked up): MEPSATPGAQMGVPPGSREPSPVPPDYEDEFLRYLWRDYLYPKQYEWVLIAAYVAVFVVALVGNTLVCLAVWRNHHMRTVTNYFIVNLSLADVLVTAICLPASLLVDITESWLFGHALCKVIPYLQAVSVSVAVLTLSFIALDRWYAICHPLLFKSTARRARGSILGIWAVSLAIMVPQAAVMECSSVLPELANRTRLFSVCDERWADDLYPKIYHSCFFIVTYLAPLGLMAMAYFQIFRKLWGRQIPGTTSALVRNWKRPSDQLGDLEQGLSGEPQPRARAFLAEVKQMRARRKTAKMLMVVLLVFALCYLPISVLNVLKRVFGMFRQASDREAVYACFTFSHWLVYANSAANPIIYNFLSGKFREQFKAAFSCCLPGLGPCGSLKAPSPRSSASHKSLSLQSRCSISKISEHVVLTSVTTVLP
STK33 inh: inhibitors of human STK33 kinase | Q9BYT3 | purified STK33, MBP phosphorylation, ADP-Glo luminescence | inhibition, % at 10 µM | 320,000 compounds, 0.073% hits;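 active = inhibition at or above 25%, using the most active replicate where run in duplicate; inactive = inhibition below 25%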
Target sequence (Q9BYT3 whole entry, looked up): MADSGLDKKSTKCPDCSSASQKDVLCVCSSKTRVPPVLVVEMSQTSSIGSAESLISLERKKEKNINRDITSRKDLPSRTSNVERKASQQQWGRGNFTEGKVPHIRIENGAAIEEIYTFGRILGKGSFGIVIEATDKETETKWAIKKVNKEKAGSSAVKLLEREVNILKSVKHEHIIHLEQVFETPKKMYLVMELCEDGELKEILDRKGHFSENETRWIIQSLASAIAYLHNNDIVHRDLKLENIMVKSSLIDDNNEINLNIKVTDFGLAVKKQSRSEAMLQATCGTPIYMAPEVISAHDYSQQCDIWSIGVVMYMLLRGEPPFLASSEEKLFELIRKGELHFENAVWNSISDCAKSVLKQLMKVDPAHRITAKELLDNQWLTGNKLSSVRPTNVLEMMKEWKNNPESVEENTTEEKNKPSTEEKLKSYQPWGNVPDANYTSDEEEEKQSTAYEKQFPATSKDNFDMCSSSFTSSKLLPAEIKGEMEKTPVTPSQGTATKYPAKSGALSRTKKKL
OX1R antag-2: antagonists of human orexin 1 receptor. O43613. CHO/OX1R cells, Fluo-8 calcium fluorescence, orexin A. inhibition, % at 5 µM. 330,000 compounds, 0.43% hits. AID 434989;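 active = inhibition above its plate's threshold, mean inhibition of all tested compounds on the plate plus 3 SD, cut at about 37% in these data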;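 note: 0% = orexin A challenge wells and 100% = SB-334867-A antagonist wells; not every result past the cut was called active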
* marks the source's active call; other numbers are inactive results; / = not tested or not shown.

Value order: OX1R antag-1, STK33 inh, OX1R antag-2
- Cc1cc(C)nc(SCc2cn3c(C)cc(C)nc3n2)n1
  15, -0.5, -18
- Cc1ccc(CNn2cn[nH]c2=S)cc1
  1, -2.3, -18
- Cc1ccc(C(=O)COc2ccc3c(C)cc(=O)oc3c2)cc1
  3, -2.0, -23
- O=C(O)c1cccc(S(=O)(=O)N2CCOCC2)c1
  0, -0.8, -3
- c1cc(-n2nnc3cnccc32)ccn1
  6, -2.0, -9
- CCn1c(CNC(=O)c2ccc(F)cc2)cc2ccccc21
  10, 3.5, -25
- CCOC(=O)c1ccc(NC(=S)NCc2ccc(F)cc2)cc1
  20, -1.0, 2
- CCCc1nnc(SCC(=O)O)n1CC
  3, 0.3, -8
- NC(=O)Nc1ccc(C(=O)OCC(=O)Nc2ccc([N+](=O)[O-])cc2C(F)(F)F)cc1
  15, -0.2, -7
- COCc1nnc(NC(=O)c2cc(OC)c(OC)cc2[N+](=O)[O-])s1
  32, 3.8, -17
- Cc1cccc(C(=O)Nc2ccc(S(=O)(=O)N3CCOCC3)cc2C)c1
  21, -1.4, -1
- O=C(Nc1nc2c(Cl)c(Cl)ccc2s1)C1CC1
  17, -1.9, -22
- Cc1ccc(NC(=O)Cn2cc(C(=O)C3CC3)c3ccccc32)cc1
  1, 1.2, -9
- Cn1cc(C(=O)c2cccc(Cl)c2)cc1/C=N\O
  24, 2.5, -27
- Fc1ccccc1NC(=S)Nc1ccc(Br)cc1
  12, -3.9, -1
- O=C(Nc1ccc(F)cc1)N1CCc2ccccc2C1
  18, -1.5, -12
- CCN(CCCNC(=O)c1[nH]c(C)c(C(C)=O)c1C)c1cccc(C)c1
  18, -2.3, -22
- CC(C)(C)OC(=O)NCCCC[C@H](NC(=O)c1[nH]cnc1C(=O)Nc1ccccc1)C(=O)OC(C)(C)C
  9, -0.4, -31
- CSCC(=O)N1CCCC(CNC(=O)c2ccccc2Cl)C1 (configuration not stated)
  9, -1.4, 22
- CC(=O)Nc1ccc(NC(=O)c2sc3nc4n(c(=O)c3c2C)CCCCC4)cc1
  9, 0.5, -23

Continued:
Value order: OX1R antag-1, STK33 inh, OX1R antag-2
- Cc1ccc(S(=O)(=O)NCCNC(=O)N2CCOCC2)cc1
  10, -0.2, -10
- COc1ccccc1OCC(=O)Nc1oc(-c2ccccc2)c(-c2ccccc2)c1C#N
  50*, -0.1, -24
- CCCC(CCC)C(=O)NNc1cc(=O)c2c(=O)n(C)c(=O)n(C)c2[nH]1
  6, -0.7, -3
- CCOC(=O)C1=C(C)NC2=C(C(=O)c3ccccc32)C1c1cccnc1 (configuration not stated)
  30, 0.6, -28
- COc1ccc(-c2cn3cccnc3n2)cc1NC(=O)C1CCCC1
  11, -2.4, -13
- Nc1nc(SCC(=O)N2CCN(c3ccccc3)CC2)n[nH]1
  24, -0.8, -15
- Cc1cccc(C)c1NC(=O)CSc1nnc(-c2ccoc2C)n1CCc1ccccc1
  30, 0.8, -17
- CCCNC(=O)C(Sc1ccccc1)c1ccccc1 (configuration not stated)
  21, -0.5, -11
- C/C(Cc1ccccc1)=N\NC(=O)CNC(=O)COc1cccc(C)c1
  12, -1.8, -22
- O=C(NCCc1c[nH]c2ccccc12)C1CCN(S(=O)(=O)c2ccc(F)cc2)CC1
  8, -0.2, -26
- O=C(NCC(=O)N(Cc1ccc(F)cc1)C(C(=O)NC1CCCC1)c1ccco1)c1ccco1 (configuration not stated)
  11, 0.1, -40
- CCCOc1ccc(/C=N/NC(=O)CSCc2ccc([N+](=O)[O-])cc2)cc1OCC
  14, -0.6, -14
- Cc1c(C(=O)N2c3ccccc3CC2C)oc2ccccc12 (configuration not stated)
  37, -1.7, -43
- CN(Cc1cccs1)C(=O)CSc1nnnn1C
  14, /, 5
- O=C(c1cccc([N+](=O)[O-])c1)n1nc(-c2ccccc2)nc1NCc1ccccc1
  25, -0.3, -21
- Cc1ccc2cc(CN(Cc3ccc4c(c3)OCO4)Cc3nnnn3Cc3ccco3)c(=O)[nH]c2c1C
  48, 0.0, 19
- C#CCNc1c2c(nc3nnnn13)CCCC2
  3, 0.1, -7
- COc1ccc(-c2cc(C(=O)Nc3ccccc3O)c3ccccc3n2)cc1OC
  7, -1.5, -9
- O=C(COc1cccnc1[N+](=O)[O-])N1N=C(c2ccc(Cl)cc2)CC1c1ccco1 (configuration not stated)
  11, -0.2, -16
- Cc1nc(SCC(=O)O)c(C#N)c2c1CCCC2
  17, 0.5, -19

Looked up above.
For OX1R antag-1, Cc1c(C(=O)N2c3ccccc3CC2C)oc2ccccc12 (configuration not stated) shows 37
For OX1R antag-2, CCOC(=O)C1=C(C)NC2=C(C(=O)c3ccccc32)C1c1cccnc1 (configuration not stated) shows -28
For STK33 inh, Cc1ccc2cc(CN(Cc3ccc4c(c3)OCO4)Cc3nnnn3Cc3ccco3)c(=O)[nH]c2c1C shows 0.0
For OX1R antag-1, Cc1nc(SCC(=O)O)c(C#N)c2c1CCCC2 shows 17
For OX1R antag-1, C/C(Cc1ccccc1)=N\NC(=O)CNC(=O)COc1cccc(C)c1 shows 12

The listing continues:
Value order: OX1R antag-1, STK33 inh, OX1R antag-2
- Cc1cccc(N2N=C(C(=O)OCC(=O)c3ccccc3)CCC2=O)c1
  5, -0.1, -7
- O=[N+]([O-])c1ccc2c(c1)C=C1CCCCC1(N1CCCCC1)O2 (configuration not stated)
  10, -3.6, -3
- O=C(Nc1ccncc1)Nc1ccc(Cl)cc1
  4, -0.2, 13
- COc1ccc(C(CNC(=O)c2oc3cc(C)c(C)cc3c2C)N2CCCCC2)cc1 (configuration not stated)
  11, 0.9, -34
- CCOc1ccc(CCNC(=O)c2ccc(CS(=O)Cc3ccc(Cl)cc3)o2)cc1 (configuration not stated)
  15, -0.5, -24
- O=S(=O)(c1ccc(-c2n[nH]c(=S)o2)cc1)N1CCCCC1
  11, 0.3, -9
- CCOC(=O)C1CCN(C(=O)COc2cc(C)c(Br)c(C)c2)CC1
  25, -0.3, -14
- Cc1nn2c(-c3ccccc3)ccnc2c1Br
  4, -0.6, -9
- Cc1ccc(O)c(Nc2ncnc3ccccc23)c1
  14, 0.0, -3
- Cc1cc(NS(=O)(=O)c2ccc(NC(=O)Cc3ccc([N+](=O)[O-])cc3)cc2)nc(C)n1
  20, -2.2, 7
- O=C(C1CCN(S(=O)(=O)c2cccs2)CC1)N1CCN(Cc2ccccc2)CC1
  13, 0.0, -16
- Cc1nc(CSc2ccc(Br)cc2)cs1
  12, 0.0, -9
- O=C(O)c1cc(S(=O)(=O)NC2CCCc3ccccc32)ccc1O (configuration not stated)
  8, 0.5, -16
- CCOc1cnn(-c2cc(Oc3ccc(C)cc3)ncn2)c(=O)c1Cl
  23, -3.0, -10
- Cc1cc(N2CCCN(C)CC2)nc2cc(Cl)ccc12
  -1, 5.1, -13
- C(#CC12CC3CC(CC(C3)C1)C2)CN1CCOCC1
  4, 1.6, -9
- CCOC(=O)c1ccsc1NC(=O)CCS(=O)(=O)c1ccccc1
  34, 0.4, 1
- Cc1oc(-c2ccccc2Cl)nc1CSCC(=O)NC1CCCC1
  23, -1.2, -19
- COc1cccc(Nc2nnc(SCc3cc([N+](=O)[O-])cc4c3OCOC4)s2)c1
  68*, -2.6, -17
- Cc1ccc(CCNC(=O)C2CC(=O)N(CCc3ccccc3)C2)cc1 (configuration not stated)
  2, -1.2, -9

In the list so far, eight have an NH in an aromatic ring:
Value order: OX1R antag-1, STK33 inh, OX1R antag-2
- Cc1ccc(CNn2cn[nH]c2=S)cc1
  1, -2.3, -18
- CCN(CCCNC(=O)c1[nH]c(C)c(C(C)=O)c1C)c1cccc(C)c1
  18, -2.3, -22
- CC(C)(C)OC(=O)NCCCC[C@H](NC(=O)c1[nH]cnc1C(=O)Nc1ccccc1)C(=O)OC(C)(C)C
  9, -0.4, -31
- CCCC(CCC)C(=O)NNc1cc(=O)c2c(=O)n(C)c(=O)n(C)c2[nH]1
  6, -0.7, -3
- Nc1nc(SCC(=O)N2CCN(c3ccccc3)CC2)n[nH]1
  24, -0.8, -15
- O=C(NCCc1c[nH]c2ccccc12)C1CCN(S(=O)(=O)c2ccc(F)cc2)CC1
  8, -0.2, -26
- Cc1ccc2cc(CN(Cc3ccc4c(c3)OCO4)Cc3nnnn3Cc3ccco3)c(=O)[nH]c2c1C
  48, 0.0, 19
- O=S(=O)(c1ccc(-c2n[nH]c(=S)o2)cc1)N1CCCCC1
  11, 0.3, -9

Some of these compounds in order of molecular weight, smallest number first:
Value order: OX1R antag-1, STK33 inh, OX1R antag-2
- CCOC(=O)c1ccsc1NC(=O)CCS(=O)(=O)c1ccccc1
  34, 0.4, 1
- COc1ccc(C(CNC(=O)c2oc3cc(C)c(C)cc3c2C)N2CCCCC2)cc1 (configuration not stated)
  11, 0.9, -34
- O=C(C1CCN(S(=O)(=O)c2cccs2)CC1)N1CCN(Cc2ccccc2)CC1
  13, 0.0, -16

Continued.
Value order: OX1R antag-1, STK33 inh, OX1R antag-2
- Cc1nn(-c2ccccc2)c2c1P(=O)(O)/C(=C1\N(C)c3ccccc3C1(C)C)C=N2
  6, -2.1, -6
- CCOC(=O)c1sc(NC(=O)CSc2nncs2)c(C(=O)OCC)c1C
  19, -1.6, -10
- c1ccc(C2Nc3ccccc3-c3nc4ccccc4n32)cc1 (configuration not stated)
  22, 1.6, -21
- Cc1ccc(-c2cc(C(=O)N(C)CC(=O)Nc3ccccc3Br)c3ccccc3n2)o1
  12, -1.7, -31
- CC(=O)Nc1cccc(NC(=O)c2ccccc2OCc2ccccc2)c1
  25, 11, -19
- C=CCn1c(C)c(C(C)=O)c(N2CCN(C(c3ccccc3)c3ccccc3)CC2)nc1=S
  25, -0.2, -6
- CN1CCC(=NNC(=O)CSc2ccc(Cl)cc2)CC1
  1, -1.2, -11
- Cc1[nH][nH]c(=O)c1C(c1ccc(Br)cc1)c1c(C)[nH][nH]c1=O
  20, 0.1, 4
- CCOC(=O)[C@@H]1CCN(Cc2ccccc2)C[C@H]1c1ccccc1
  3, -4.5, -31
- Cc1cc(C)cc(NC(=O)COC(=O)Cc2ccccc2F)c1
  11, /, -15
- O=C(O)c1ccc(NS(=O)(=O)c2ccc(Cl)c(Cl)c2)cc1O
  10, -2.5, -18
- NS(=O)(=O)c1ccc(-c2c(-c3ccccc3)sc3ccccc23)cc1
  10, -1.1, -5
- CC1CCCCC1NC(=O)CCCn1c(=S)[nH]c2ccsc2c1=O (configuration not stated)
  13, -2.6, -22
- CCOC(=O)Cc1csc(NC(=O)c2cc(C)c(C)s2)n1
  15, -1.5, -14
- Cc1ccc2nc3nc(NCC4CCCO4)c(C(=O)NC4CCCC4)cc3c(=O)n2c1 (configuration not stated)
  43, -1.0, -19
- CCN(CC)Cc1c(O)c(Cl)cc2c3c(c(=O)oc12)CCCC3
  10, 0.5, -28
- CCOC(=O)c1c(NC(=O)COC(=O)c2nc(Cl)ccc2Cl)sc2c1CCC2
  22, -1.8, -21
- COC(=O)CSc1cc(C(=O)c2nccn2C)c2ccccc2n1
  73, -2.1, -23
- CCC(C)c1ccccc1NC(=O)CN1CCN(C/C=C/c2ccccc2)CC1 (configuration not stated)
  11, -1.2, -42
- O=S(=O)(/N=C(/Nc1ccc(Cl)c(S(=O)(=O)N2CCOCC2)c1)c1ccc(F)cc1)c1ccccc1
  36, -0.9, -14

Printed as active in OX1R antag-1 (from the list above):
Value order: OX1R antag-1, STK33 inh, OX1R antag-2
- COc1ccccc1OCC(=O)Nc1oc(-c2ccccc2)c(-c2ccccc2)c1C#N
  50*, -0.1, -24
- COc1cccc(Nc2nnc(SCc3cc([N+](=O)[O-])cc4c3OCOC4)s2)c1
  68*, -2.6, -17

Further entries follow.
Value order: OX1R antag-1, STK33 inh, OX1R antag-2
- C=CCNC(=S)NNC(=O)CSc1nc2ccccc2s1
  10, -3.0, -14
- CS(=O)(=O)c1ccc(NS(=O)(=O)c2ccc3ccccc3c2)cc1
  -10, 0.6, -11
- COc1cccc(-c2c(C(=O)N/N=C(\C)c3ccco3)nnn2-c2nonc2N)c1
  9, 1.0, -30
- Cc1ccc(N(CC(=O)NCCSCc2ccco2)S(C)(=O)=O)cc1
  3, -0.6, -14
- CC(C)=CCN1CCN(Cc2cn(C(C)C)c3ccccc23)CC1CCO (configuration not stated)
  7, -0.4, -26
- CCN(CC)CCNC(=O)c1nn(-c2ccc(C)cc2)c(=O)c2c1c1ccccc1n2C
  17, 2.1, -22
- O=C(CSc1nnc(NC(=O)c2ccc(F)cc2F)s1)NC1CCCC1
  25, -0.7, -23
- O=C(COc1cccc(F)c1)Nc1nc(-c2ccncc2)cs1
  11, -0.4, 0
